Fh CTSL1 inh – Fasciola hepatica cathepsin L1 inhibitors, primary screen, counter-screen for PFM18AAP inhibitor project, biochemical, QFRET, fluorogenic peptide substrate. inhibition, % at 5.96 µM. recombinant F. hepatica cathepsin L1, Z-Leu-Arg-MCA fluorescence. 300,000 tested, 0.49% active. AID 1906, 2009;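 active = inhibition above the mean of all tested compounds plus 3 SD, set per screening campaign, cut at about 17% in these data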;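 also: 0% = plate median of test compound wells and 100% = 1 µM Z-Phe-Ala-diazomethylketone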
ZTA DNA inh – counter-screen for EBNA-1 inhibitors: inhibitors of Epstein-Barr virus ZTA. 320,000 tested, 0.15% active. ZTA-DNA binding, fluorescence polarization. inhibition, % at 11 µM; in the data active = inhibition above about 33%
Target sequence (P03206 whole entry, looked up): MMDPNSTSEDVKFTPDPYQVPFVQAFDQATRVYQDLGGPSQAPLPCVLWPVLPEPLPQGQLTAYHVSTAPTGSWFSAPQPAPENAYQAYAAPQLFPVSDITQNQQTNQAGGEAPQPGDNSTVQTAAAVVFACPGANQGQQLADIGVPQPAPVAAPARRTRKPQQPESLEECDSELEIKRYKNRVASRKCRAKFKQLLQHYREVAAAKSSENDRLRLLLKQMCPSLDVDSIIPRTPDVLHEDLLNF
HCV core dimer – inhibitors of HCV core protein dimerization, primary screen, biochemical, TR-FRET, high-throughput. TR-FRET GST/Flag-core106 dimerization, 1536-well. inhibition, % at 5 µM. 300,000 tested, 0.33% active;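 active = inhibition above the mean of all tested compounds plus 3 SD, set per screening campaign, cut at about 45% in these data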
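Assay system: GST-tagged and Flag-tagged HCV core protein residues 1-106 / Times: compound-protein-antibody incubation 4 h at 22.5 °C / Signal: time-resolved FRET, ex 340 nm, em 617 and 671 nm / Evaluation: % inhibition based on acceptor/donor emission ratio / Benchmarks: wells lacking GST-core106 and wells with excess unlabelled core106 / Repeats: singlicate, one well per compound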
Efflux pump mplx – inhibitors of Candida efflux pumps in yeast, primary screen, S. cerevisiae, Nile Red, multiplex; S. cerevisiae Candida pump triplex; inhibition, % at 10 µM; AID 485275, 2010; 330,000 tested, 0.44% active;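 active = plate passing quality check with inhibition over a set limit, or well fluorescence over plate mean plus 4 SD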;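 also: Nile Red retained in pooled yeast measured as flow cytometry median fluorescence; 0% = buffer negative control and 100% = Enniatin B positive control; higher means more Nile Red kept so more efflux inhibition; some compounds called inactive have numbers as strong as hits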
EBNA-1 inh – EBNA-1 DNA-binding inhibitors, primary screen, biochemical, fluorescence polarization | inhibition, % at 14.8 µM | 300,000 tested, 0.34% active; in the data active = inhibition above about 28%
PREPL inhibitor – PREPL enzyme inhibitors, primary screen, biochemical, fluorescence polarization. Prolyl endopeptidase-like (Homo sapiens), Q4J6C6. recombinant PREPL, fluorescence polarization activity-based probe. inhibition, % at 5.96 µM. 320,000 tested, 0.68% active; in the data active = inhibition above about 43%;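 also: 0% = enzyme with DMSO and 100% = wells lacking enzyme; many of its hits are not listed in these tables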
TPT1 inh – Candida albicans TPT1 enzyme inhibitors, primary screen, biochemical, fluorescence polarization | tRNA 2'-phosphotransferase TPT1 (Candida albicans SC5314) | recombinant caTPT1, FP RNA substrate dephosphorylation | inhibition, % at 5 µM | 300,000 tested, 0.81% active | AID 1962, 2009;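 active = inhibition above the mean of all tested compounds plus 3 SD, set per screening campaign, cut at about 24% in these data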;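 also: plate controls were DMSO alone for no effect and ferristatin control at 100 nM for full effect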
PP1 counter – PP1-alpha phosphatase inhibitors, primary screen, counter-screen for PP5 inhibitor project, biochemical, fluorescence, OMFP substrate, single point; Serine/threonine-protein phosphatase PP1-alpha catalytic subunit (Homo sapiens), P62136; purified PP1alpha; inhibition, % at 6.7 µM; 320,000 tested, 0.9% active; AID 2235, 2010;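 active = inhibition above the mean inhibition of all tested compounds plus 3 SD, computed separately for each screening campaign, cut at about 15% in these data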
Target sequence (P62136 whole entry, looked up): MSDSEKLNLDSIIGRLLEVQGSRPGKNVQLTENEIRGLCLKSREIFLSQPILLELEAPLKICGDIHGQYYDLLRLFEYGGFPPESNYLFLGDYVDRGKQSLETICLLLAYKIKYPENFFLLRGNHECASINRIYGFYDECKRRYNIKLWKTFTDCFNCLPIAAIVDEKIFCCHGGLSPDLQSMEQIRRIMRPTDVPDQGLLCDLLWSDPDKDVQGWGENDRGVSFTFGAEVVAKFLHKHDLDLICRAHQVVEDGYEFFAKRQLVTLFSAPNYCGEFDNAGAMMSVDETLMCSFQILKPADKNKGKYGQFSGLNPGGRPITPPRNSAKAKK
PP5 inh – PP5 phosphatase inhibitors, primary screen, biochemical, fluorescence | Serine/threonine-protein phosphatase 5 (Homo sapiens), P53041 | purified PP5c, OMFP substrate fluorescence | inhibition, % at 6.7 µM | 320,000 tested, 0.18% active;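 active = inhibition above the campaign's mean inhibition across all tested compounds plus 3 SD, cut at about 9.5% in these data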;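 also: 0% = DMSO only and 100% = 100 µM cantharidin control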
Target sequence (P53041 whole entry, looked up): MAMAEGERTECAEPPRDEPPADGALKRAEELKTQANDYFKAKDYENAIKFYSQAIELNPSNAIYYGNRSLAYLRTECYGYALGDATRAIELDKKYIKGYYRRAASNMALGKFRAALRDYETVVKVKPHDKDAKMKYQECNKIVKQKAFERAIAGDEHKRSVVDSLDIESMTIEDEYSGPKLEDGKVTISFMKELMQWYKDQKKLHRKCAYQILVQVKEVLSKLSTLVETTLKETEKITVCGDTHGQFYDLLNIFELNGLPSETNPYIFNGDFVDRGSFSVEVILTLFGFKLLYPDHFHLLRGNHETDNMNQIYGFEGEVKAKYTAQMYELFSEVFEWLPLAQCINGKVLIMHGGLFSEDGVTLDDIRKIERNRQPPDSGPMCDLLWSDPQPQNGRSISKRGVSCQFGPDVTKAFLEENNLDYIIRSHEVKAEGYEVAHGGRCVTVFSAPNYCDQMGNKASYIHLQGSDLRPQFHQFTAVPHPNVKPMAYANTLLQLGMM
An asterisk follows results filed as active; / = not tested or not shown. A portion of the library; rates above refer to the full screens.

SMILES | Fh CTSL1 inh | ZTA DNA inh | HCV core dimer | Efflux pump mplx | EBNA-1 inh | PREPL inhibitor | TPT1 inh | PP1 counter | PP5 inh
COc1ccc(-c2csc(NC(=O)CSc3nnc(Nc4ccccc4C)s3)n2)cc1 | -1 | 5 | 28 | 0.1 | -2 | -9 | -3 | 13 | -0.3
Cc1ccc(Cn2c3ccccc3c3cn[nH]c(=O)c32)cc1 | 2 | -17 | 6 | 0.2 | 2 | -1 | 0 | 9 | 4.0
Cc1cc(C)n(/N=C/c2ccc(C(C)C)cc2)c(=O)c1C#N | -1 | 3 | 3 | 2.8 | -8 | 5 | 2 | -2 | -0.1
O=C(NC(=O)N1CCCCC1)c1ccc(Cl)cc1 | 1 | -11 | -4 | 0.0 | -4 | 0 | -3 | 0 | 2.3
O=C(NCCOC(=O)c1ccc(Cl)cc1)c1cccnc1 | 0 | -4 | -14 | -0.4 | 6 | -4 | -1 | -7 | 4.8
Cc1sc2nc(CSC(C)C(=O)Nc3ccccn3)[nH]c(=O)c2c1C (stereo not drawn) | / | 14 | / | 0.0 | / | 8 | / | 1 | 0.7
CCOC(=O)CSc1cc(=O)n(C)c2cc(Cl)ccc12 | 0 | -5 | -10 | -0.2 | -8 | 5 | -1 | 0 | 4.3
Cc1cc(=O)[nH]c(SCCOc2ccc(OC(C)C)cc2)n1 | 0 | 0 | 3 | 0.1 | 1 | -2 | 23 | 3 | -1.1
CC1CCC(N2CC(=O)N(Cc3ccc4c(c3)OCO4)C(c3ccc(F)cc3)C2=O)CC1 (stereo not drawn) | 1 | 9 | 0 | -0.1 | 6 | 3 | -4 | 2 | 0.0
CC(=O)c1cccc(NC(=O)CCc2nnc3ccc(N4CCN(C)CC4)nn23)c1 | -1 | 5 | 7 | 0.0 | 4 | 8 | -2 | 1 | -2.6
Cc1cc(NS(=O)(=O)c2ccc(NC(=O)C(C)Oc3ccc(Cl)cc3)cc2)no1 (stereo not drawn) | 1 | 1 | 2 | 0.2 | -5 | -1 | 1 | -3 | 0.4
C(=C\c1ccccc1)/C=N/n1cnnc1 | 1 | 1 | -8 | -0.2 | 2 | 5 | -2 | -4 | 0.9
CC(C)C[C@H]1CN=C(Nc2ccccc2)N1CC1CCC1 | 11 | -22 | -14 | -0.1 | -3 | 14 | -1 | 1 | -0.3
COc1ccc(S(=O)(=O)Cc2ccc(C(=O)NCCCN3CCc4ccccc4C3)o2)cc1 | -1 | 4 | 0 | 0.1 | 9 | -1 | -2 | 6 | -0.7
CCOC(=O)c1ccc(COc2ccc(C(C)C)cc2)o1 | -1 | -6 | 11 | 0.2 | -6 | -3 | -3 | -3 | -1.2
Cc1cc(C)c(C)c(C(=O)COC(=O)CNC(=O)CN2C(=O)c3ccccc3C2=O)c1C | -15 | 22 | -2 | -0.1 | 13 | 3 | -1 | 4 | 2.6
CN1CCN(CCC(=O)Nc2ccccc2Cl)CC1 | 0 | -9 | -5 | -0.2 | 4 | 6 | -4 | 3 | -0.1
O=C(NCCCc1ccccc1)C1CCC(CNc2c(N3CCCCC3)c(=O)c2=O)CC1 (stereo not drawn) | 0 | -40 | -5 | -0.1 | -1 | 6 | -3 | 1 | 1.6
Cc1ccc(C)c(NC(=O)CN(C)C(=O)Cn2c(=O)oc3ccccc32)c1 | -18 | 11 | 1 | -0.1 | 6 | -4 | 11 | -4 | 0.9
CCOC(=O)c1c(C)nc(-c2ccccc2)nc1NC(C)=O | -1 | 13 | 1 | -0.1 | 8 | -4 | -3 | 0 | 0.1
Cc1sc(Cc2nc(O)cs2)nc1-c1ccccc1 | 3 | 17 | 3 | 0.0 | 11 | 6 | 6 | -2 | -1.3
Cc1cc(C)nc(SCc2ccc(C(=O)N/N=C/C3CCCCC3)cc2)n1 | 4 | -12 | -1 | 0.1 | -4 | -2 | 0 | 5 | 2.0
O=C(OCC(=O)N1CCOCC1)c1c(Cl)ccc(Cl)c1Cl | 4 | 10 | 4 | -0.1 | 7 | -4 | 1 | -4 | 0.6
CCCOc1ccc(CNC(=O)Cc2cccs2)cc1 | -6 | -8 | -4 | 0.1 | -9 | -2 | -23 | 3 | 2.5
C=CCNc1nc(-c2ccc(OC)cc2OC)cs1 | -2 | -6 | -4 | 0.0 | 14 | 7 | 2 | 0 | 0.6
O=C(NCc1ccccn1)c1ccc(OC2CCN(Cc3ccc(F)cc3F)CC2)cc1 | 1 | 3 | 1 | -0.3 | -9 | -9 | -2 | 1 | 0.6
CCOC(=O)C1(S(=O)(=O)c2ccccc2)CCN(Cc2ccccc2)CC1 | -1 | 0 | -2 | 0.1 | 8 | 0 | 0 | 2 | 3.8
O=C(CSc1nnnn1-c1cccc2c1CCCC2)NC1CCCC1 | 2 | 8 | 7 | 0.1 | -3 | 6 | -1 | 3 | 1.3
Cc1ccc2[nH]c3c(=O)n(CC(=O)Nc4ccccc4N4CCN(C)CC4)ncc3c2c1 | -1 | 1 | -3 | -0.3 | -14 | 23 | 1 | -3 | -0.2
COc1cc2cc(C(=O)N3CCN(Cc4ccc5c(c4)OCO5)CC3)c(=O)oc2cc1OC | 2 | 6 | -1 | 0.5 | 2 | -1 | 2 | -1 | -0.8
CCc1ccc(N(C(=O)c2csnn2)C(C(=O)NC2CCCCC2)c2cccnc2)cc1 (stereo not drawn) | -1 | 1 | -7 | -0.1 | -11 | 12 | 0 | 4 | -0.3
c1ccc(Cn2nnnc2C(c2ccccn2)N2CCN(c3ccccc3)CC2)cc1 (stereo not drawn) | 1 | 2 | -1 | 0.0 | 2 | -16 | 0 | -2 | 0.0
COc1ccc(N(C(=O)c2ccco2)C(C(=O)NC2CCCC2)c2cc(OC)c(OC)c(OC)c2)cc1 (stereo not drawn) | 0 | 1 | -5 | -0.2 | -7 | 12 | -5 | 0 | 2.5
Cc1ccc(-c2cc(C(=O)N/N=C/c3c(C)nn(C)c3C)c3ccccc3n2)cc1C | 5 | 8 | 0 | 0.0 | 11 | -7 | 2 | 12 | 1.6
Cc1ccccc1OCCn1c(S(=O)(=O)O)nc2c(N)ncnc21 | -2 | -7 | -7 | 0.1 | -6 | 0 | -3 | -2 | 2.8
FC(F)(F)c1cnc(Oc2cccc3ccccc23)c(Cl)c1 | -1 | 1 | 6 | -0.4 | 12 | -4 | 2 | -5 | -0.4
COc1ccc(C(=O)Nc2ccccc2)cc1S(=O)(=O)NCc1ccco1 | -2 | 8 | -2 | 0.0 | -11 | 4 | -2 | -2 | -1.0
CCCN(C(=O)C(C)Oc1cccc(Cl)c1)c1c(N)n(Cc2ccccc2)c(=O)[nH]c1=O (stereo not drawn) | -4 | 8 | -8 | 0.2 | 5 | 4 | 0 | -4 | 2.5
CC(=O)N1CCN(S(=O)(=O)c2cccc(C(=O)Nc3cc(C(F)(F)F)ccc3N3CCOCC3)c2)CC1 | 4 | 8 | -2 | 0.1 | 4 | 7 | 0 | -1 | 3.4
O=[S@]1Oc2ccccc2-c2ccccc21 | -1 | 6 | 2 | 0.0 | -1 | 0 | 1 | -1 | 0.1

Brought forward from above: 2 compounds, then new ones.
SMILES | Fh CTSL1 inh | ZTA DNA inh | HCV core dimer | Efflux pump mplx | EBNA-1 inh | PREPL inhibitor | TPT1 inh | PP1 counter | PP5 inh
CC(=O)N1CCN(S(=O)(=O)c2cccc(C(=O)Nc3cc(C(F)(F)F)ccc3N3CCOCC3)c2)CC1 | 4 | 8 | -2 | 0.1 | 4 | 7 | 0 | -1 | 3.4
O=[S@]1Oc2ccccc2-c2ccccc21 | -1 | 6 | 2 | 0.0 | -1 | 0 | 1 | -1 | 0.1
CCOC(=O)CCCc1c[nH]c2ccccc12 | -2 | 5 | -1 | 0.3 | -12 | 8 | 1 | 1 | 3.6
Cc1ccc(Oc2ccc3c(c2)C(=O)N(c2cccc4cccnc24)C3=O)cc1 | -2 | 7 | 2 | 0.0 | -3 | 9 | -1 | -7 | -1.0
O=C(NCCCNC(=O)c1ccccc1Cl)c1cnccn1 | 0 | -1 | -1 | -0.1 | -6 | -1 | -1 | 1 | 2.7
COc1ccc(C(=O)CC(=O)C(=O)NCCc2cccc(C)c2)cc1 | 0 | -8 | 3 | 0.3 | -6 | -2 | 9 | 6 | 1.2
C/C(=N\NC(=O)c1cccc(O)c1)c1cccc(NC(=O)c2ccc(F)cc2)c1 | 2 | 5 | -3 | -0.2 | 10 | 4 | -3 | -4 | 1.8
Cc1ccc(-n2c(=O)c3sccc3n(CC(=O)NC3CCCC3)c2=O)cc1 | 6 | 0 | -1 | -0.1 | 5 | 10 | -3 | -4 | -1.8
CCCc1cc(=O)n2[nH]c(NCc3ccc(OC)cc3)nc2n1 | 0 | 4 | -3 | 0.8 | 3 | 3 | 5 | 0 | -0.7
CCc1ccc2c(COC(=O)c3n[nH]c4ccccc34)cc(=O)oc2c1 | 2 | 0 | 13 | 0.0 | 11 | -41 | -2 | 5 | 5.7
O=C(Nc1ccc(S(=O)(=O)N2CCCC2)cc1)c1ccc(CN2CCc3ccccc3C2)cc1 | 0 | -4 | 8 | 0.5 | -7 | -6 | -1 | -5 | -1.9
CN(CC(=O)Nc1ccccc1C(F)(F)F)C(=O)Cn1c(=O)oc2ccccc21 | 6 | 0 | -1 | 0.0 | -7 | 1 | -4 | 4 | 2.3
CC(=O)Nc1ccc(S(=O)(=O)Nc2ccc(S(=O)(=O)N3CCCCCC3)cc2)cc1 | -1 | -15 | 1 | 0.1 | -1 | -6 | -2 | -3 | 1.2
CCn1c(SCC(=O)N2CCCC2)nc2c(c1=O)SC(C)C2 (stereo not drawn) | 2 | 10 | -13 | 0.1 | -1 | 9 | 1 | 0 | 1.7
COc1c2occc2c(OC(C)=O)c2c(=O)cc(C)oc12 | 2 | -19 | -3 | 0.2 | -9 | 13 | 1 | -5 | -0.1
C#CCOCCOCCOCCNc1nc(N2CCN(C(=O)[C@H](Cc3ccc(O)cc3)n3cc([C@@H](N)C(C)CC)nn3)CC2)nc(N2CCN(C(=O)[C@H](Cc3cc4ccccc4[nH]3)n3cc([C@@H](N)C(C)CC)nn3)CC2)n1 (stereo partly drawn) | 5 | 1 | -6 | 0.0 | 2 | 47* | 0 | 17* | 1.0
O=C(NNS(=O)(=O)c1ccccc1C(F)(F)F)c1cccc(S(=O)(=O)Nc2ccccc2Cl)c1 | -5 | 7 | 6 | 0.0 | 6 | -8 | 0 | -5 | 2.1
C=CCn1c(COc2ccccc2)nnc1SCC(=O)C(C)(C)C | -1 | -13 | -2 | 0.1 | -5 | -4 | 0 | -1 | 2.5
O=C1COc2ccc(C(=O)COC(=O)Cc3ccsc3)cc2N1 | -33 | -2 | 2 | 0.2 | 2 | -13 | -3 | -1 | 1.3
CCOc1ccc(-n2cnc3sc4c(c3c2=O)CCCC4)cc1 | -3 | 4 | 5 | -0.2 | -4 | 7 | 0 | 1 | 0.1
O=C(Nc1ccccc1)N1CCN(c2ccc(C(F)(F)F)cn2)CC1 | 2 | -15 | 0 | 0.3 | -14 | 9 | 2 | -1 | 0.7
Cc1cc(C)nc(N=Nc2c(O)n(Cc3ccc(Cl)cc3)c3ccccc23)n1 | 1 | 7 | 15 | 0.0 | 7 | 10 | -5 | -1 | 2.3

From PubChem
